mcGAS MS inh = inhibitors of Mus musculus cyclic GMP-AMP synthase, initial high-throughput assay, cell-free, RapidFire MS; Q8C6L5; inhibition, % at 12.5 µM; hit rate 0.18% among 130,000; AID 1259397, 2018; recombinant mouse cGAS, cGAMP by RapidFire MS;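 active = inhibition of cGAS enzyme activity at or above 60%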;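 note: enzyme stimulated by 45 bp dsDNA with ATP and GTP substrates; cGAMP share of summed cGAMP plus half ATP and half GTP signals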
Target sequence (Q8C6L5 whole entry, looked up): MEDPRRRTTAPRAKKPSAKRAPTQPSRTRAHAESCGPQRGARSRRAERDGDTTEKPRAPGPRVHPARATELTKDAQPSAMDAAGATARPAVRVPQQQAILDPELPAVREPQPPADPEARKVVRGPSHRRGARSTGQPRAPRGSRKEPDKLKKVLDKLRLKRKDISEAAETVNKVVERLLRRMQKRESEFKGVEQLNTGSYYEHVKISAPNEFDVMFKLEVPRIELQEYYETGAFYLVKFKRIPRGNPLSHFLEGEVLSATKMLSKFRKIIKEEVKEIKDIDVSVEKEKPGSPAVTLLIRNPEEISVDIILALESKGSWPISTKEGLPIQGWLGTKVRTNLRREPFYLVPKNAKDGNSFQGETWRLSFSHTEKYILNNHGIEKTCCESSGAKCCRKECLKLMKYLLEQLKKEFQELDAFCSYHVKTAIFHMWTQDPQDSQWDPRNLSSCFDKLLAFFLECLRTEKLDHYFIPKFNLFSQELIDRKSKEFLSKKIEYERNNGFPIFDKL
An asterisk follows results filed as active; & = joins results of further samples.

SMILES | mcGAS MS inh
Cc1ncc(CN2CCOC(C(=O)OC(C)(C)C)C2)s1 (stereo unspecified) | 3
Cc1ccccc1-n1ncc2c(C(C)C)n[nH]c(=O)c21 | -3
Cc1ccnc(NC(=O)C(C)(C)c2ccccc2)n1 | 5
N#CCN(C(=O)COc1ccc2c(c1)CCCC2=O)c1ccccc1 | -16
COc1ccc(-c2ccc(F)c(CO)c2)nn1 | -4
C=CCC(C)(NC1CCCCC1)c1ccccc1 (stereo unspecified) | -4
Cc1cc(C)c2c(=O)c(-c3nc(-c4ccccc4)c(C)[nH]3)coc2c1 | 3
COCc1noc(-c2ccc3c(c2)CCO3)n1 | -1
CN(Cc1ccc(Br)s1)C(=O)c1cn[nH]c1-c1ccc(F)cc1 | -9
CC1(C2CCN(Cc3cccc4c3OC(F)(F)O4)CC2)NC(=O)NC1=O (stereo unspecified) | -10
CCCNC(=O)N1N=C(c2ccc(N)cc2)c2cc3c(cc2C1C)OCO3 (stereo unspecified) | -11
Cc1nnc(N(CCC(N)=O)CCC(N)=O)s1 | 33
Cc1ccccc1C1(O)CCN(Cc2cn[nH]c2-c2ccc(F)cc2)C1 (stereo unspecified) | -6
CCNc1ncc(CN2CCCC3(CCN(C(=O)c4c(C)noc4C)C3)C2)cn1 (stereo unspecified) | 2
CCC1CCCCN1Cc1nc2c(c(=O)n(C)c(=O)n2C)n1C(C)C(C)=O (stereo unspecified) | 0
CC1(C2CCN(S(=O)(=O)c3cccc(Cl)c3F)CC2)NC(=O)NC1=O (stereo unspecified) | -9
CCC(NC(=O)c1occc1C)c1ccc(S(C)(=O)=O)cc1 (stereo unspecified) | -27
Cc1nn(C)c(C)c1NC(=O)C(C)Sc1nnc(NC2CC2)s1 (stereo unspecified) | -3
CC1CC(NC(=O)c2cc3c(=O)n4ccccc4nc3s2)CC(C)(C)C1 (stereo unspecified) | -14&-5
COCCn1c(=O)[nH]c(=O)c2c1nc(-c1ccc(C)o1)n2Cc1ccccc1 | -6
COc1ccc(C2=N/C(=C\c3ccc(C(C)(C)C)cc3)C(=O)O2)cc1OC | -19
COC(=O)NC1CCCCC1NC(=O)OC (stereo unspecified) | -2
O=C(COc1ccccc1F)NCCN1CCN(C(=O)c2ccsc2)CC1 | -2
CCC(C)(CNc1cc(Cl)nc(N)n1)N1CCOCC1 (stereo unspecified) | -16
C=CCn1cc(CN2CCC2c2cccc(OC)c2)c(C)n1 (stereo unspecified) | -15
O=C(Nc1ccnc2ccccc12)c1ccc(F)cc1Br | 5
Cc1cc(O)c(C(c2ccncc2)N2CCC(C)CC2)c(=O)n1Cc1ccco1 (stereo unspecified) | -7
Cc1cc(C)n(CCCN(C)Cc2nc[nH]c2C)n1 | -12
CC1=CC(C)(C)N2C(=O)C3(N=C(N)NC(Nc4ccccc4)=N3)c3cc(C)cc1c32 (stereo unspecified) | -11
O=C1C(=Cc2ccc(N3CCCCC3)cc2)SC(=S)N1CCN1CCOCC1 | -16
CCC(=O)N1CCc2cc(C(=O)N3CCC(C(=O)O)CC3)ccc21 | -8
O=C(NNc1ncnc2ccccc12)c1ccccc1 | -3
O=C(c1n[nH]c2c1CCC2)N1CCCC(Nc2ccc3c(c2)OCCO3)C1 (stereo unspecified) | -7
CS(=O)(=O)c1ccc(CNc2ncc(C(N)=O)cc2Cl)cc1 | -5
NC(=O)c1sc2nc3c(c(-c4ccco4)c2c1N)CCC3 | -3
COc1cccc(CN2CCC2(C)C(=O)Nc2ccc(Cl)c(Cl)c2)c1F (stereo unspecified) | -3
Cc1ccc(C(=O)N2CCSc3nnc(-c4ccco4)n32)cc1[N+](=O)[O-] | -5
CCC1CCCCN1c1nc(C)nc2sc3c(c12)CCC3 (stereo unspecified) | -4
Cc1cnc(N(C)CC2CCCO2)nc1N(C)CC1CCCO1 (stereo unspecified) | -57
COc1ncc(C(=O)N2CCOC(c3ccc(Cl)c(Cl)c3)C2)cn1 (stereo unspecified) | -18
Cc1ccc(C)c(Nc2nc(N3CCN(C)CC3)nc3nccnc23)c1 | -3
O=C(CCN1C(=O)CSc2ccccc21)NCc1ccccc1Cl | -3
CC(/C=C1\N=C(c2cccc(C)c2)OC1=O)=C\c1ccccc1 | -11
O=C(C(=O)N1CCOc2ccccc21)N1CCN(c2ccncc2)CC1 | -11
O=C(CSC1=NS(=O)(=O)c2ccccc2N1)Nc1ccccc1 | -4
Cc1ccc2c(CC(=O)Nn3cnc4ccccc4c3=O)coc2c1C | -2
NC(=O)NC(=O)CCn1ccnc1-c1cccc(C(F)(F)F)c1 | -1
O=C1CCOc2cc(-c3ccnc4[nH]ccc34)ccc21 | -15
CCCSc1nc2c(c(=O)[nH]1)C(c1cccs1)C(C(=O)OCC)C(C)=N2 (stereo unspecified) | -2
Cc1csc(C(O)(CC(=O)NC(C)c2nc(C(C)(C)C)no2)C(F)(F)F)n1 (stereo unspecified) | -3
CN(CCc1ccc(Cl)c(Cl)c1)CCN1CCCC1 | -1
COc1ccccc1-n1cnnc1SCC(=O)N(C)CCC#N | 0
Cc1ccoc1C(=O)N(C)Cc1ccc(N(C)C)cc1 | -20
Cn1c(C(=O)N2CCC(NS(C)(=O)=O)C2)cc(Cl)c1Cl (stereo unspecified) | 7
Cc1ccc(N(CC(=O)NC2CC2)S(=O)(=O)c2ccc(F)cc2)cc1 | -6
O=C(Nc1ccccc1)C12CC1/C(=N/O)c1ccccc1O2 (stereo unspecified) | -6
CCCCc1nnc(SCc2ccc(OCC)cc2)n1N | -26
O=C1NCCCC[C@@H]1NS(=O)(=O)NCc1ccccc1 | -19
O=C(N/N=C1\CCCCC1C1CCCCC1)C1COc2ccccc2O1 (stereo unspecified) | 1
Cc1nonc1CC(=O)N1CCC(CCC(=O)N(C)Cc2ccccc2)CC1 | -2

Next part:
SMILES | mcGAS MS inh
CCN(Cc1ccc(N(C)C)cc1)C(=O)c1cccc(C(=O)OC)n1 | 3
CC(C)c1noc(C2CCCN2C(=O)c2cccc(Cn3cccn3)c2)n1 (stereo unspecified) | -18
N#Cc1ccccc1CN1CCC(OC(=O)CCc2ccco2)CC1 | -10
CCCn1c(NCCO)nc2c1c(=O)n(C)c(=O)n2C | -2
CCNC(=O)C1CCN(Cc2nc(-c3ccc(C(=O)OC)cc3)no2)C1 (stereo unspecified) | -41
CN(Cc1ccc2c(c1)OCCO2)Cn1ncn(C)c1=S | 4
Cn1cc(CC(=O)NCC2CCC(c3nc4ccccc4[nH]3)CC2)c2ccccc21 (stereo unspecified) | -5
CCN(CC1CCOC1)C(=O)c1cnn(-c2ccc(Cl)cc2Cl)c1 (stereo unspecified) | -4
COC(=O)c1cc(N2CCOCC2)ccc1NC(=O)C(C)Oc1ccc(C)cc1 (stereo unspecified) | -2
Cc1cc(C)cc(NC(=O)Cn2nc(C(C)C)c3cnn(-c4ccc(F)cc4)c3c2=O)c1 | -6
Cc1cc(C)n(-c2ccc(C(F)(F)F)cc2NC(=O)CNC(=O)C2CC2)n1 | -13
CN1CCC(CCN2CCN(C)CC2)CC1 | -9
CSc1nc(-c2ccc(Cl)cc2Cl)[nH]c(=O)c1C#N | -14
Cn1c2nc3ccccc3nc2c2cc(Br)cc(Br)c21 | -3
CC(=O)Nc1cccc(C(=O)Nc2ccc(Br)cc2)c1 | -6
COCCNC(=O)C1(C)CCCN(Cc2cc3ccccc3o2)C1 (stereo unspecified) | -5
C=C(C)C(C)(C)C(=O)N1CCN2C(=O)CNC(=O)C2C1 (stereo unspecified) | -12
O=C(Nc1nc(CN2CCCCC2)cs1)c1cc(F)cc(F)c1 | -9
CCN(CC)c1onc(-c2ccc(F)cc2)c1CNCCOC | -11
CN=c1scc(-c2cc(OC)ccc2OC)n1N=C1CCc2ccccc21 | -14
O=C1NCCN(S(=O)(=O)NCc2ccccc2)C1c1cccc(F)c1 (stereo unspecified) | -22
CNC(=O)C(O)C(O)C(=O)NC (stereo unspecified) | -3
CCC1CN(C(=O)c2ccc3[nH]c(C)c(C)c3c2)CCN1 (stereo unspecified) | 11
O=C1CN(Cc2ccco2)C2CS(=O)(=O)CC2N1c1ccccc1 (stereo unspecified) | -6
O=C(Cn1ccc2ccccc21)NC1c2ccccc2CC1O (stereo unspecified) | -5
COCC(NC(=O)c1c(O)cccc1O)c1ccnn1C (stereo unspecified) | -5
CN1CC2(CCN(C(=O)c3cc(-c4cccs4)nn3C)C2)OC1=O (stereo unspecified) | -22
Cn1c(=O)c2c(nc(N3CCCCCC3)n2CCSc2nc3ccccc3s2)n(C)c1=O | -3
CC(C)c1ccc(C(=O)Nc2nnc(C(C)C)s2)cc1 | -5
CS(=O)(=O)c1oc(-c2ccc(F)cc2)nc1S(=O)(=O)c1ccc(F)cc1 | -4
Cc1nc2n(c(=O)c1C)C(CC(=O)NCC1CCCO1)CS2 (stereo unspecified) | -7
CCOC(=O)N1CCC(NC(C)c2nc3c(s2)CCCC3)CC1 (stereo unspecified) | 7
Cc1ccc(C)c(S(=O)(=O)N2Cc3ccccc3CC2C(=O)OC(C)C(N)=O)c1 (stereo unspecified) | 11
CCCc1nnc2sc(Cc3ccccc3Cl)nn12 | -8
CC(CO)CN(Cc1ccccc1)Cc1ccc(C(F)(F)F)nc1 (stereo unspecified) | -8
O=S(=O)(c1ccc(Nc2ccc(F)cc2)nc1)N1CCOCC1 | 7
Cc1cc(C)cc(-n2ccnc(NCCc3c[nH]c4ccccc34)c2=O)c1 | 1
O=c1c(Cl)c(NCC2COc3ccccc3C2)cnn1-c1ccccc1 (stereo unspecified) | -7
Cn1nc2c(c1NC(=O)c1ccc(Cc3ccccc3)cc1)CCC2 | -6
COc1cc(=O)n(-c2ccccc2C)nc1C(=O)Nc1ccc(O)cc1 | -33
CN(Cc1cnn(-c2ccccc2)c1)c1ccncc1Cl | -2
COC(=O)c1sccc1NC(=O)C1C2C=CC(O2)C1C(=O)O (stereo unspecified) | -10
OC[C@H]1CCCN1c1nnc(C(F)F)s1 | 0
Cc1cc(Br)oc1C(=O)N1CCC(C)(C)C1 | -4
O=C(NCc1cnc2c(c1)CCC2)C1CC(=O)N(Cc2ccccn2)C1 (stereo unspecified) | -31

The list goes on; the last two above are carried over.
SMILES | mcGAS MS inh
Cc1cc(Br)oc1C(=O)N1CCC(C)(C)C1 | -4
O=C(NCc1cnc2c(c1)CCC2)C1CC(=O)N(Cc2ccccn2)C1 (stereo unspecified) | -31
Cc1c(COC(=O)c2cc(C(N)=O)cn2C)oc2ccccc12 | -17
N#C[C@@H]1C[C@@H]2C[C@@H]2N1C(=O)[C@@H](N)C12CC3CC(CC(O)(C3)C1)C2 | -8
O=C1COc2ccc(S(=O)(=O)N3CCc4ccccc43)cc2N1 | -23
COc1cc(F)ccc1-c1c(-c2ccccc2)ncn1CCn1ccnc1 | -8
CC1CC(=NNC(=S)NCC2CCCO2)CC(C)(C)C1 (stereo unspecified) | -18
CCOc1ccc(N=C2SC(C(=O)Nc3cccc(Cl)c3)CC(=O)N2C)cc1 (stereo unspecified) | -2
O=C(NCC1CCCN(Cc2ccncc2)C1)C1(C(F)(F)F)CC1 (stereo unspecified) | -21
COc1ccc(NC(=O)N2[C@H]3CCNC[C@@H]2CC3)c(C)c1 | -38
COCC(NC(=O)CCN1CCCCO1)c1ccnn1C (stereo unspecified) | -22
COCCN1C(=O)/C(=C\c2cccs2)SC1=S | -20
O=C(CCCS(=O)(=O)c1ccc(F)cc1)Nc1ncnc2sccc12 | -1
Cc1sc2nc(CC(=O)NCC(O)c3ccccc3F)[nH]c(=O)c2c1C (stereo unspecified) | -9
COc1cc(NC(=O)c2ccco2)c(OC)cc1Cl | 1
CC(C)OCCCNC(=O)CC1C(=O)NCCN1Cc1cccs1 (stereo unspecified) | -10
CCOC(=O)CCCc1sc(N)nc1-c1[nH]c(=O)[nH]c1C | -1
C=C(C)CN(CC)c1nc(N)c(C#N)c(C(C#N)Cc2ccccc2F)c1C#N (stereo unspecified) | 7
Cc1cc(OCC(=O)O)cc(C)c1[N+](=O)[O-] | 0
CCCNc1ncc(CN2CCCC3(C2)C(=O)N(C)c2ccccc23)cn1 (stereo unspecified) | -10
O=S1(=O)CCN2N=C(SCc3c(Cl)cccc3Cl)SC2=N1 | -14
O=c1ccc(-n2ccnc2)nn1CN1CCN(S(=O)(=O)c2ccc(Cl)cc2)CC1 | -12
CC(=O)N1CCC(Oc2ccc(Cl)cc2C(=O)NCCc2ccc(F)cc2)CC1 | -5
C=CCNC(=O)Nc1cc(C(=O)N2CCSCC2)ccc1C | 7
CN(C(=O)OC(C)(C)C)C1CCN(Cn2ncn(C)c2=S)CC1 | -10

As entered above.
CC(=O)N1CCC(Oc2ccc(Cl)cc2C(=O)NCCc2ccc(F)cc2)CC1 in mcGAS MS inh has -5
C=CCNC(=O)Nc1cc(C(=O)N2CCSCC2)ccc1C in mcGAS MS inh has 7

Molecules from the list above that contain an NH in an aromatic ring (15):
SMILES | mcGAS MS inh
Cc1ccccc1-n1ncc2c(C(C)C)n[nH]c(=O)c21 | -3
Cc1cc(C)c2c(=O)c(-c3nc(-c4ccccc4)c(C)[nH]3)coc2c1 | 3
CN(Cc1ccc(Br)s1)C(=O)c1cn[nH]c1-c1ccc(F)cc1 | -9
Cc1ccccc1C1(O)CCN(Cc2cn[nH]c2-c2ccc(F)cc2)C1 (stereo unspecified) | -6
COCCn1c(=O)[nH]c(=O)c2c1nc(-c1ccc(C)o1)n2Cc1ccccc1 | -6
Cc1cc(C)n(CCCN(C)Cc2nc[nH]c2C)n1 | -12
O=C(c1n[nH]c2c1CCC2)N1CCCC(Nc2ccc3c(c2)OCCO3)C1 (stereo unspecified) | -7
O=C1CCOc2cc(-c3ccnc4[nH]ccc34)ccc21 | -15
CCCSc1nc2c(c(=O)[nH]1)C(c1cccs1)C(C(=O)OCC)C(C)=N2 (stereo unspecified) | -2
Cn1cc(CC(=O)NCC2CCC(c3nc4ccccc4[nH]3)CC2)c2ccccc21 (stereo unspecified) | -5
CSc1nc(-c2ccc(Cl)cc2Cl)[nH]c(=O)c1C#N | -14
CCC1CN(C(=O)c2ccc3[nH]c(C)c(C)c3c2)CCN1 (stereo unspecified) | 11
Cc1cc(C)cc(-n2ccnc(NCCc3c[nH]c4ccccc34)c2=O)c1 | 1
Cc1sc2nc(CC(=O)NCC(O)c3ccccc3F)[nH]c(=O)c2c1C (stereo unspecified) | -9
CCOC(=O)CCCc1sc(N)nc1-c1[nH]c(=O)[nH]c1C | -1

Source: PubChem (Fisher Drug Discovery Resource Center)

Some of the compounds tested. The share of hits here may be higher or lower than overall.
